ERp5 block: ERp5 (human) disulfide isomerase inhibition. inhibition, % at 9.99 µM. ERp5 insulin aggregation, absorbance 650 nm, 90 min. AID 651711. Q15084. actives 0.05% (n = 350,000);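 active = mean replicate inhibition above about 25%, with every replicate also reaching it, limit read from the data, passing the limit was not always enough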
Target sequence (Q15084 whole entry, looked up): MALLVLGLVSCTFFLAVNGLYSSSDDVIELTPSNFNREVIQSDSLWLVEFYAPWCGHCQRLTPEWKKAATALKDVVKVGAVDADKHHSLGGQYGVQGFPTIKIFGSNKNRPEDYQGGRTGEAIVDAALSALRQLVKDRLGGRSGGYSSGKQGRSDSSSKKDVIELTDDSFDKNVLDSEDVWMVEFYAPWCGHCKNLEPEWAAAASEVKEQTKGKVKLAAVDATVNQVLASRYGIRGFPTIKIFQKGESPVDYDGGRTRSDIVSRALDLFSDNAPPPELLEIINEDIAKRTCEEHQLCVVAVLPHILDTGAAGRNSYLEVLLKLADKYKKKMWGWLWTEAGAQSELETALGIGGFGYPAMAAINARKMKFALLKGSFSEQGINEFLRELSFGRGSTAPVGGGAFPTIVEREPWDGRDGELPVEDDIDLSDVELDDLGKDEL
PAX8 inh HTS: PAX8 transcriptional activity inhibition | RMG-I TPO-luciferase reporter, SteadyGlo, 24 h | inhibition, % at 12.6 µM | actives 1.2% (n = 360,000);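 active = mean replicate inhibition at least 60% with every replicate also reaching 60%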;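 also: luciferase light reporting Pax8 driven TPO promoter activity; plate controls were median of neutral control wells for no effect and mitoxantrone controls for full effect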
F508del corr: correctors of CFTR F508del function in bronchial epithelial cells; activity (quench increase), % at 7.58 µM; CFBE cells, YFP halide quenching; stimulated with forskolin plus potentiator P3; % fluorescence drop versus neutral controls; actives 0.36% (n = 350,000);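 active = mean added fluorescence quench of at least 8% versus neutral control, with both replicates also reaching 8%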;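 also: cells transiently co-express mutant CFTR-F508del with the halide-sensitive YFP; corrector assay measuring rescue of mutant channel to the surface after 24 h compound exposure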
INS-1E GSIS act: GLuc luminescence reporter in INS-1E cells, primary screen for activators of glucose-dependent secretion of insulin; INS-1E GLuc reporter insulin secretion, 2-3 h; activation, % at 16.6 µM; actives 0.61% (n = 370,000); AID 743287;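 active = lowest replicate activation of at least 40%, so every replicate reaches that level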;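 also: 0% = median of neutral control wells and 100% = median of IBMX positive control wells; some compounds called inactive have numbers as strong as hits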
XiGFP reactiv: X-chromosome reactivation activator; actives 0.055% (n = 360,000); XiGFP mouse fibroblasts, % GFP-positive cells imaging, 3 d; cells co-treated with 5-aza-dC sensitizer; scaled so ellipticine positive control = 100%; activation, % at 7.58 µM;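 active = mean normalized replicate activation at least 10% and every replicate at or above 10%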;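 also: 0% = median of on-plate neutral control wells and 100% = ellipticine 6 µM median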
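material = 68-5-11 XiGFP fibroblast line | medium = DMEM plus 5-aza-dC sensitizer | schedule = 3 days compound exposure | benchmarks = positive control ellipticine, 6 µM final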
DENV2 CPE: inhibitors of DENV2 cytopathic effect; actives 1.7% (n = 350,000); CPE inhibition, % at 9.99 µM; DENV2-infected cells, cytopathic effect rescue, plate reader; in the data active = CPE inhibition above about 20%, passing the limit was not always enough; tested in BHK-21 cells;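 also: 0% = median of neutral control wells and 100% = median of positive control wells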
EWS-Fli inh: EWS/Fli transcriptional activity inhibition; A673 NR0B1-luciferase reporter, viability-normalised; inhibition, % at 12.6 µM; actives 0.67% (n = 350,000); AID 651661;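 active = mean inhibition of at least 50% after viability correction, with every replicate also passing that limit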;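 also: firefly luciferase signal divided by Alamar Blue viability fluorescence both relative to DMSO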
ARNT TACC3 PPI: disruptors of human ARNT/TACC3 interaction. AlphaScreen His-ARNT PAS-B/GST-TACC3 binding, luminescence; TACC3 fragment carries E629A point mutation. inhibition, % at 9.99 µM. actives 0.66% (n = 390,000). AID 623870;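 active = mean inhibition of replicates at least 50% and at least half of replicates each reaching 50%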;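 also: 0% = complete ARNT plus TACC3 wells and 100% = ARNT alone without TACC3; many hits fall short of the cut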
* = called active by the depositor; . = not tested or not shown; & = joins results of further samples.

Molecule	ERp5 block	PAX8 inh HTS	F508del corr	INS-1E GSIS act	XiGFP reactiv	DENV2 CPE	EWS-Fli inh	ARNT TACC3 PPI
O=C(COC(=O)COc1ccccc1[N+](=O)[O-])NC1CCCC1	.	17	.	-3	0.4	.	.	0
COC(=O)c1c(C(=O)c2ccc(Br)cc2)n(C)c2ccccc12	1	10	2.7	7	-0.2	8	-11	-12
O=C(CCCC(=O)NC1CCCC1)NC1CCCC1	.	-14	.	5	-0.1	.	.	-3
O=C(O)c1cc(Br)ccc1NS(=O)(=O)c1cccc2nsnc12	-8	2	1.6	21	0.3	0	6	-1
Cn1c(CNS(=O)(=O)c2ccc(Cl)cc2)cc(=O)n(C)c1=O	-6	-2	-1.4	-1	0.1	10	-1	-3
CC(C)NC(=O)OCc1c(COC(=O)NC(C)C)c([N+](=O)[O-])n2c1CCC2	7	12	-1.4	2	-0.1	-2	-11	.
O=C(O)CCC(=O)c1ccc2c(c1)OCCO2	0	-17	1.4	18	-0.2	-5	-4	-5
COc1cc(NC(=S)N2CCN(c3ccccn3)CC2)cc(OC)c1OC	0	3	.	-9	0.0	-3	-5	-4
c1ccc(-c2csc(=Nc3cccnc3)n2CC2CCCO2)cc1 (stereo not drawn)	.	-2	.	-17	-0.1	.	.	2
CS/C(=N\S(=O)(=O)c1cccs1)Nc1cccc(Cl)c1C	4	10	.	-14	-0.1	-3	-2	-25
COc1ccc(Cn2c(CO)cnc2SCC(=O)Nc2cc(C)on2)cc1	4	-1	-0.9	14	0.1	9	.	3
CN(CC1CCCN(CCc2ccc(Cl)cc2)C1)C(=O)c1ccoc1 (stereo not drawn)	-2	-10	2.4	-3	0.4	-6	2	-2

More structures:
Molecule	ERp5 block	PAX8 inh HTS	F508del corr	INS-1E GSIS act	XiGFP reactiv	DENV2 CPE	EWS-Fli inh	ARNT TACC3 PPI
O=C(CCc1c[nH]c2ccccc12)N=Nc1c(O)[nH]c2ccccc12	6	-1	.	8	0.4	-6	2	.
CC(C)Nc1nc(Nc2ccc(C(N)=O)cc2)c2sccc2n1	-2	2	6.3	70*	0.1	-3	9	.
O=C1c2ccccc2C(Nc2ccc(Cl)cn2)N1c1cccnc1 (stereo not drawn)	-13	-8	3.3	2	0.0	-3	2	-4
C[C@H]1CN([C@@H](C)CO)C(=O)c2cc(NS(=O)(=O)c3cn(C)cn3)ccc2O[C@@H]1CN(C)C(=O)Nc1ccc(F)cc1	.	7	-3.1	1	0.0	.	-9	.
CC(C)OP(=O)(OC(C)C)C(Nc1ccccc1)c1ccc2c(c1)OCO2 (stereo not drawn)	.	-19	.	-5	0.5	.	.	-5
C[C@H](CO)N1C[C@H](C)[C@H](CN(C)S(=O)(=O)c2ccccc2)Oc2c(NC(=O)C3CCOCC3)cccc2C1=O	0	6	1.7	8	-0.1	-16	8	.
CCc1c(C)nc(SCC(=O)N2CCCCC2)[nH]c1=O	0	-2	-3.3	-1	0.1	1	8	0
C[C@@H]1CN([C@H](C)CO)C(=O)c2cccc(NC(=O)C3CC3)c2O[C@@H]1CN(C)Cc1ccc(Oc2ccccc2)cc1	-6	.	-3.9	-11	-0.1	-4	6	-5
CC1(C)C2CCC(CN)C1C2 (stereo not drawn)	-2	11	-0.7	.	0.1	-12	-7	.
C[C@@H]1CCCCO[C@H](CN(C)Cc2ccccc2)[C@H](C)CN([C@H](C)CO)C(=O)c2cc(NC(=O)Nc3cccc4ccccc34)ccc2O1	4	-2	-2.5	9	0.3	-17	6	8
CS(=O)(=O)c1ccc(-c2csc(C(O)c3cccc(Cl)c3)n2)cc1 (stereo not drawn)	3	7	1.7	-9	0.1	-2	2	.
COc1ccc(OCC(O)CNC(C)c2ccccc2)cc1 (stereo not drawn)	5	-24	6.0	-2	0.0	2	0	-12

Later entries:
Molecule	ERp5 block	PAX8 inh HTS	F508del corr	INS-1E GSIS act	XiGFP reactiv	DENV2 CPE	EWS-Fli inh	ARNT TACC3 PPI
CCOC(=O)c1cc2c(=O)n3cccc(C)c3nc2n(Cc2ccco2)c1=NC(=O)c1ccccc1	1	-2&6	-2.2	17	0.1	.	-28	15&-9
COc1cc(C=O)cc(Br)c1OCC(N)=O	5	4	-0.6	-3	0.0	5	18	-3
COc1ccc(OC)c(S(=O)(=O)Nc2ccc3[nH]c(=O)[nH]c3c2)c1	-1	-7	2.2	3	0.1	2	1	6
CCOc1ccc2oc(C(=O)Nc3ccc4c(c3)OCO4)c(C)c2c1	2	-157	-1.9	-9	0.0	7	-122	1
COc1cccc(-c2cnc3c(c2)C(=O)N([C@H](C)CO)C[C@H](C)[C@H](CN(C)S(=O)(=O)c2cn(C)cn2)O3)c1	-3	9	0.2	2	0.9	-3	-4	-17
COc1ccc(NC(=O)C2(C)CCN2CCc2ccccc2)cc1OC (stereo not drawn)	-3	8	-2.7	-16	0.3	-1	-4	.
Cc1ccc(SCC(=O)N(C)C2CCS(=O)(=O)C2)cc1 (stereo not drawn)	0	-7	0.5	13	0.0	-4	10	1
COc1ccc(C(CNC(=O)CCNC(=O)c2ccccc2Cl)N2CCCC2)cc1 (stereo not drawn)	-11	-7	0.9	3	0.1	-7	-2	.
COc1ccc(C2C(C(=O)c3cccs3)=C(O)C(=O)N2CCN2CCOCC2)c(OC)c1 (stereo not drawn)	7	-3	-0.9	-28	0.0	-1	-4	6
CC(=O)NC1=NN(C(C)=O)C(c2cccc([N+](=O)[O-])c2)S1 (stereo not drawn)	-1	-3	-1.5	-4	0.2	10	-5	.
Cc1cc(C(=O)NC2CCCN(Cc3ccc(Cl)cc3)C2)no1 (stereo not drawn)	-5	3	0.8	4	-0.1	-8	.	-4
COc1ccc(OCCOc2ccc(N(C)S(=O)(=O)c3ccccc3)cc2)cc1	-5	-9	-1.6	25	0.1	1	-1	1

Following part:
Molecule	ERp5 block	PAX8 inh HTS	F508del corr	INS-1E GSIS act	XiGFP reactiv	DENV2 CPE	EWS-Fli inh	ARNT TACC3 PPI
O=S1(=O)N[C@@H](Cc2ccccc2)COc2cccc(NCCO)c21	4	-3	-1.7	9	0.5	-6	-6	.
C[C@H](CO)N1C[C@H](C)[C@@H](CN(C)C(=O)C2CCCCC2)Oc2cc(-c3cccnc3)ccc2S1(=O)=O	0	.	-2.2	-4	0.1	13	-2	6
CC1(C)CC(=O)N(c2ccc(C#N)cc2)C(=O)C1	1	8	0.8	1	0.1	0	-7	5
COc1cccc(CNC(=O)CCC2CCCN(Cc3cc4ccccc4o3)C2)c1 (stereo not drawn)	3	-5	0.5	2	0.0	3	-1	-5
COc1ccc(OCc2cc(C(=O)N3CCOCC3)no2)c(Cl)c1	6	-237	-0.4	-8	0.1	1	-38	0
COc1ccc(C(=O)COC(=O)c2sc(C)nc2C)cc1OC	4	-13	-2.8	52	-0.1	-5	-5	4
C[C@@H]1CN([C@H](C)CO)C(=O)c2cc(-c3ccc(C(=O)N(C)C)cc3)cnc2O[C@H]1CN(C)C	-4	.	0.6	9	-0.8	0	-7	-3
N#C[C@@H]1[C@@H](c2ccccc2)[C@H](CO)N1S(=O)(=O)Cc1ccccc1	3	3	0.9	4	0.0	0	1	-5
O=S(=O)(NCc1ccccn1)c1ccc(F)cc1	-4	.	1.4	2	.	2	1	1
COc1cccc(NC(=O)N(C)C[C@@H]2Oc3ncc(C#Cc4ccc(F)cc4)cc3C(=O)N([C@H](C)CO)C[C@@H]2C)c1	-2	.	3.0	-24	0.4	-4	7	-8
Cc1ccc(-c2nnc(SCC(=O)NCCN3C(=O)CSC3=O)n2C)cc1	-2	-25	-2.3	11	0.0	-7	-15	.
O=C(N/N=C/c1ccc(O)cc1)c1cc(-c2ccccc2)nc2ccccc12	6	-27	-2.7	9	0.2	1	-5	-1

A draw from above in order of SMILES length, lowest first:
Molecule	ERp5 block	PAX8 inh HTS	F508del corr	INS-1E GSIS act	XiGFP reactiv	DENV2 CPE	EWS-Fli inh	ARNT TACC3 PPI
COc1ccc(C(=O)COC(=O)c2sc(C)nc2C)cc1OC	4	-13	-2.8	52	-0.1	-5	-5	4
COc1cccc(CNC(=O)CCC2CCCN(Cc3cc4ccccc4o3)C2)c1 (stereo not drawn)	3	-5	0.5	2	0.0	3	-1	-5
N#C[C@@H]1[C@@H](c2ccccc2)[C@H](CO)N1S(=O)(=O)Cc1ccccc1	3	3	0.9	4	0.0	0	1	-5

Following part.
Molecule	ERp5 block	PAX8 inh HTS	F508del corr	INS-1E GSIS act	XiGFP reactiv	DENV2 CPE	EWS-Fli inh	ARNT TACC3 PPI
Cc1ccc(S(=O)(=O)N(C)C[C@@H]2OCc3cn(nn3)CCCC(=O)N([C@@H](C)CO)C[C@H]2C)cc1	5&4&1	-11&2	5.7&-0.5&-0.7	-4&2	0.0&6.2	10&3&-4	-1&5&-1	0&-10
CCC(C)[C@H]1CNCCN1CCc1cc(C(F)(F)F)cc(C(F)(F)F)c1 (stereo partly drawn)	-2	10	0.6	-24	0.5	44*	14	-5
COc1cccc(-c2ccc3c(c2)[C@@H]2[C@@H](CCN2C(=O)C2CCCCC2)[C@H](CO)N3)c1	-1	.	2.2	-29	0.2	-25	-6	.
O=C(CCNC(=O)c1ccc(Cl)cc1)Nc1nc2ccccc2[nH]1	1	13	1.0	-7	0.1	0	-3	-3
CCCC(=O)Nc1ccc2c(c1)OC[C@@H](C)N(CC1CCOCC1)C[C@@H](C)[C@H](OC)CN(C)C2=O	5	10	-2.6	-4	-0.1	8	.	.
Cc1ccccc1[C@@H](NC(=O)OC(C)(C)C)C(=O)OC(C)(C)C	0	-17	4.3	0	-0.4	-5	-1	-4
Cc1ccc(C(=O)OCN2C(=O)c3ccccc3C2=O)o1	-1	-10	0.5	5	-0.1	-6	-5	-3
CNc1nnc(-c2ccc(OC)cc2)s1	1	-70	0.0	15	0.0	4	-74	-2
COc1ccc(-c2nn(CCC#N)cc2C(=O)Nc2ccccn2)cc1OC	2	-1	1.4	4	0.0	3	4	12
CCCCn1c(=N)n(CC(=O)c2ccc([N+](=O)[O-])cc2)c2ccccc21	2	-2	1.2	-9	0.4	2	-13	.
COc1ccc2cc(C3c4cc(OC)c(OC)cc4CCN3C(=O)c3ccco3)c(=O)[nH]c2c1 (stereo not drawn)	-3	-9	2.0	-19	0.0	4	4	13
COc1ccc(CCNC(=O)COc2ccc(S(=O)(=O)N3CCOCC3)cc2C)cc1	-11	4	-0.4	2	0.2	-1	.	-1
CCNC(=O)c1cc2c(c(-c3cccc(-c4cc5ccccc5o4)c3)n1)[C@H](CCO)N(C(=O)NC(C)C)C2	-1	33	0.5	-15	0.2	3	-6	.
C[C@H]1CN([C@@H](C)CO)C(=O)Cc2cc(NC(=O)Nc3ccc(C(F)(F)F)cc3)ccc2O[C@H]1CN(C)C	-5	-6	0.0	0	-1.6	-3	10	-5
O=C(N[C@@H](Cc1ccccc1)c1nc2ccccc2[nH]1)c1cc([N+](=O)[O-])ccc1Cl	0	6	1.3	-4	0.3	.	2	4

Bioassay records from PubChem.
